# Compound activity (PubChem)
# FAS TE block – blocks the thioesterase domain of human fatty acid synthase; actives 0.67% (n = 360,000); recombinant FAS-TE, OMFH fluorogenic substrate, fluorescence endpoint; inhibition, % at 15 µM;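 active = compounds whose normalised, plate-corrected inhibition of enzyme fluorescence in the single-dose primary screen is 50% or more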;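 also: 0% = DMSO with enzyme and 100% = substrate without enzyme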
# Neddyl block – cullin neddylation inhibition; TR-FRET cullin neddylation, biochemical; actives 0.58% (n = 360,000); AID 651699; calls only at 25 µM; in the data active = inhibition above about 36%
# Rin1-Abl PPI inh – blocks binding of human Rin1 to Abl; P00519+Q13671; TR-FRET Rin1/Abl binding, biochemical; inhibition, % at 7.35 µM; actives 0.4% (n = 360,000); AID 588664; in the data active = inhibition above about 5%, passing the limit was not always enough
# Target sequence (P00519 whole entry, looked up): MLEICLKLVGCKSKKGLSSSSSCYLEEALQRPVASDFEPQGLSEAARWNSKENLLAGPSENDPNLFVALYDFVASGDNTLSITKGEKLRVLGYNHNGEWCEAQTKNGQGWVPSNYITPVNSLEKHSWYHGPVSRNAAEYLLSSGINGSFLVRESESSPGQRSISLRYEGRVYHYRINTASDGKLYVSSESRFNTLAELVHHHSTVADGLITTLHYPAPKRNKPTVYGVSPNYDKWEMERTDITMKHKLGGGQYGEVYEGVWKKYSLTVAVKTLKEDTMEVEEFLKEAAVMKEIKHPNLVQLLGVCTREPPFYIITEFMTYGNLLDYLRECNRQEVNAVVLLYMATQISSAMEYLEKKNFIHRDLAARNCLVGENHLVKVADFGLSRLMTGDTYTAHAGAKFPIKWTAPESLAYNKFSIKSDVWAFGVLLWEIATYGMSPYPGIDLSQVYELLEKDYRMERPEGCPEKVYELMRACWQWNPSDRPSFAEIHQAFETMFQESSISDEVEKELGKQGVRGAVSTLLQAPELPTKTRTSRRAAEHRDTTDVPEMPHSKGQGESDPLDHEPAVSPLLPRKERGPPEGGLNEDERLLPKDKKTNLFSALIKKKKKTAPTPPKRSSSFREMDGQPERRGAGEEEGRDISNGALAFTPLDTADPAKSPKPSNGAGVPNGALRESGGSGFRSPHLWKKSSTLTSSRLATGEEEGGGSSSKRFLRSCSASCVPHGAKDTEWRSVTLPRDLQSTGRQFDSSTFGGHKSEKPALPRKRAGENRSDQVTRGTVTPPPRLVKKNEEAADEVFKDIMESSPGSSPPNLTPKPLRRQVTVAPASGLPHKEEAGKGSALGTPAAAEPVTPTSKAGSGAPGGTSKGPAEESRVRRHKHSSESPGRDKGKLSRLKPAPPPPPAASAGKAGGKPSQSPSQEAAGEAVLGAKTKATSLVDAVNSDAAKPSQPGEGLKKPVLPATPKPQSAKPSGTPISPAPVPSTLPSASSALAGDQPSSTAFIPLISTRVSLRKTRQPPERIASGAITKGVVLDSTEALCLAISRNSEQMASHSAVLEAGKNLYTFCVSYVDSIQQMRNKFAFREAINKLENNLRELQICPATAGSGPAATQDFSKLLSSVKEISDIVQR
# Target sequence (Q13671 whole entry, looked up): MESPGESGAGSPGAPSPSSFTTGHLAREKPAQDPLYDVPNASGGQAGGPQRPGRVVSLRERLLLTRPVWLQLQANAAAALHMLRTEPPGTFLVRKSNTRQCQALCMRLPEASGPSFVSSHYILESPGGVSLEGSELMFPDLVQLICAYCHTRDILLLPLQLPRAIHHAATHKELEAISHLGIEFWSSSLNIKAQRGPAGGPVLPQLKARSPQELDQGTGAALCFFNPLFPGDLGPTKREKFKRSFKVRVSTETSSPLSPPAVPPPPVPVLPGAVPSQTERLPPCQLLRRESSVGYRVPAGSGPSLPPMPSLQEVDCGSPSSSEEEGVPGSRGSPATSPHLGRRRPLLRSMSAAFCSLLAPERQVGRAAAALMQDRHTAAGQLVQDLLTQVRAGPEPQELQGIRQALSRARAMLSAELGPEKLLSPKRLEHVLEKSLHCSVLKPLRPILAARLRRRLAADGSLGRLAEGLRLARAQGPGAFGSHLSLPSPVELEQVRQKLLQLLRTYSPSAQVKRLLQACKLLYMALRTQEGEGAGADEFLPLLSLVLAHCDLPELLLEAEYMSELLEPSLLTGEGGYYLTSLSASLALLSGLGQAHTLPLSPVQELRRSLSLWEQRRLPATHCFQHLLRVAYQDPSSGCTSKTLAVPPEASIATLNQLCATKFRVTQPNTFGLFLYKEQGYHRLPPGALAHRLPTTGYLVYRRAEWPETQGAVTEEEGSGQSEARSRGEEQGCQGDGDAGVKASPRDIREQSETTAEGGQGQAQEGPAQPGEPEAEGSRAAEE
# NRP1-CendR mod – modulators of CendR peptide binding to human neuropilin-1 | inhibition, % at 25 µM | actives 0.85% (n = 360,000) | FAM-RPARPAR peptide binding to NRP-1, fluorescence polarization | O14786;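 active = inhibition or corrected inhibition above about 18%, plus a signal ratio from 0.5 to 1.5, limit read from the data, passing the limit was not always enough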; also: strong numbers were not always called active
# PABP1 MLLE inh – blocks PAM2 peptide binding to the PABP1 MLLE domain. P11940. GST-MLLE / FITC-PAM2 fluorescence polarization. inhibition, % at 20 µM. actives 0.36% (n = 360,000); in the data active = inhibition above about 35%, passing the limit was not always enough;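 also: plate controls were DMSO wells with GST-MLLE for no effect and wells lacking GST-MLLE protein for full effect; some results filed as inactive read as strong as hits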
# MT1-MMP act inh – blocks activation of human MT1-MMP | GFP/RFP ratio change, % at 20 µM | HT1080 RFP-PRO-GFP cells, GFP/RFP ratio fluorescence, overnight; percent of plate control window, DMSO zero | actives 0.061% (n = 360,000) | P50281;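 active = GFP/RFP ratio change of at least 30% with cell ATP level not reduced by more than half and red fluorescence within 50% of control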; also: strong numbers were not always called active
#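 Test system: HT1080 RFP-PRO-GFP cells; Benchmarks: DMSO and RFP-L50D-GFP cell wells; Timing: cells overnight before dosing, compound overnight, 37 °C, 5% CO2; Compound: one 20 µM compound dose with 1% DMSO; Read-out: GFP/RFP fluorescence ratio.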
# eLon inh – inhibitors of E. coli Lon protease; P0A9M0; inhibition, % at 7.94 µM; actives 0.42% (n = 360,000); purified E. coli Lon protease, fluorescence polarization; in the data active = inhibition above about 13%, passing the limit was not always enough;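 also: 0% = enzyme with probe and DMSO and 100% = no enzyme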
# MsrA act – activates bovine MsrA enzyme. activation, % at 10.6 µM. actives 0.3% (n = 360,000). purified bovine MsrA, absorbance read-out; in the data active = activation above about 7.5%;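 also: 0% = vehicle and 100% = reference activator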
# SKN-1 inh – C. elegans SKN-1 inhibition; inhibition, % at 21.8 µM; AID 624304; actives 0.49% (n = 360,000); C. elegans VP596 Pgst-4::GFP/RFP ratio, acrylamide-induced, 24 h;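 active = interference check ratio from 0.5 to 1.5 plus GFP to RFP signal ratio inhibition reaching or exceeding a fixed threshold, cut at about 30% in these data, passing the limit was not always enough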; also: some compounds called inactive have numbers as strong as hits
# * hit, by the source's call; i = inactive; . = no result given; + = active, no number.
cpd	mol	FAS TE block	Neddyl block	Rin1-Abl PPI inh	NRP1-CendR mod	PABP1 MLLE inh	MT1-MMP act inh	eLon inh	MsrA act	SKN-1 inh
1	O=c1oc(Nc2cccc(Cl)c2)nc2ccccc12	1	i	2	6	-3	6	-1	-1	5
2	NS(=O)(=O)c1ccc(CCNC(=O)C(c2ccccc2)c2ccccc2)cc1	0	i	-1	0	-6	2	-6	-2	-1
3	O=C(c1ccco1)N1CCN=C1SCc1cccc(F)c1	-2	i	0	-8	5	1	-6	-4	8
4	CN1C(=O)/C(=C/c2ccc(C(=O)NC3CCCC3)cc2)Oc2ccccc21	0	.	2	-12	4	-1	-10	-1	1
5	Cc1nc2cc(C(=O)O)ccc2n1C1CCCCC1	-9	i	-4	0	-1	7	-8	-4	0
6	O=C1Cc2ccccc2C(c2ccc(Cl)cc2)N1 (centres undefined)	-3	i	0	-8	19	3	-6	-2	-6
7	C#CCOc1nc2c(c(=O)n(C)c(=O)n2C)n1Cc1ccccc1	1	i	1	-3	-8	-2	3	-2	22
8	CSCCC(NS(=O)(=O)c1ccccc1F)C(=O)Nc1cccc(C)n1 (centres undefined)	-2	i	-4	-4	24	3	-10	0	-14
9	CCc1noc(C)c1C(=O)OC(C)C(=O)Nc1cc([N+](=O)[O-])ccc1OC (centres undefined)	75*	i	4	-1	0	0	-6	-3	-7
10	c1cc(SC2CCCCC2)cc(-c2nc3cnccn3c2NC2CCCCC2)c1	40	.	4	-39	-35	-30	-11	-2	-2
11	CCCCCCC(=O)Oc1cccc(C2=CC(=O)CC(C)(C)C2=O)c1	27	i	2	-10	2	-2	-3	0	-4
12	COc1ccc(C(=O)NCC(c2ccco2)N2CCOCC2)cc1OC (centres undefined)	-4	i	-3	12	0	.	4	-2	10
13	Cc1cc(S(=O)(=O)Nc2cccc(C(=O)O)c2)c(C)c(S(=O)(=O)c2ccc(Cl)cc2)c1	0	i	2	19	-8	4	-2	0	-1
14	CSc1ccccc1C(=O)NCCCn1ccnc1	-7	i	0	5	9	2	4	-2	3
15	CCn1c(CN2CCOCC2)nnc1SCC(=O)Nc1ccccc1C	-4	i	-1	-12	3	2	13	-2	8
16	COc1cccc(N/C(N)=N/c2nc(C(F)(F)F)cc(C(F)(F)F)n2)c1	0	i	1	10	5	1	4	-5	6
17	Cc1ccc(S(=O)(=O)N2CCC3(CC2)OCCO3)s1	3	i	2	-1	11	1	-1	-3	14
18	Cc1cccc(N2CC(O)(c3cccs3)[N+]3=C2CCCC3)c1C (centres undefined)	-8	i	-2	3	8	-7	-9	-3	-10
19	Cc1cc(NS(=O)(=O)c2ccc(NC(=O)C(C)Oc3cccc(C)c3C)cc2)nc(C)n1 (centres undefined)	-3	i	1	-8	-2	3	-10	-4	-12
20	O=C(Nc1ccccc1Oc1ccccc1)C1CCCC1	-2	i	-2	7	11	-23	10	0	1
21	Cc1ccc(-c2nnc(CN3CCCCC3C)o2)cc1 (centres undefined)	-7	i	2	-7	-4	4	2	-8	0
22	CCSC1(SCC)N=C(N)C2(C#N)C(c3ccc(OC)c(OC)c3OC)C12C#N (centres undefined)	17	i	-2	-6	17	10	1	1	13
23	Cc1cc(Nc2ccccc2)n(-c2cccc(Cl)c2)n1	8	i	-3	8	11	10	-2	-7	5
24	COC(=O)Nc1ccc(S(=O)(=O)NCc2ccccn2)cc1	-7	i	0	-2	2	3	2	-2	-9
25	CCOC(=O)c1ccc(NC(=O)c2cc3ccccc3o2)cc1	20	i	-3	9	-1	0	-6	0	6
26	O=C(CSc1nnnn1-c1ccccc1)Nc1ncc2c(n1)CC(c1ccccc1)CC2=O (centres undefined)	-5	i	-5	4	-1	2	-3	-4	-2
27	COc1ccc2nc(NC(=O)CCNC(=O)c3ccco3)sc2c1	-5	i	-2	-5	7	-3	4	0	-2
28	O=C1OC(c2cc(Br)c(O)c(Br)c2)c2ccccc21 (centres undefined)	0	i	7	-17	1	-1	3	-7	-12
29	NCCc1nnc(SCc2c(F)cccc2Cl)o1	-10	i	1	-3	5	0	-3	-2	7
30	COc1ccc(CNC(=O)CSc2nnc(C)c(=O)[nH]2)cc1	-5	i	-1	3	8	4	-5	-5	-8
31	CCOC(=O)c1c(C)n(-c2ccc(C)cc2)c2c(C(C(C)=O)C(=O)O)c(Br)c(O)c(O)c12 (centres undefined)	1	i	1	-5	17	0	2	-2	-10
32	O=C(CSc1nnnn1C1CCCCC1)Nc1ccccc1N1CCOCC1	4	i	5	8	2	2	5	-6	-1
33	Cc1cc(C)cc(-n2nnc(C(=O)NCc3ccccc3Cl)c2N)c1	1	i	3	-3	4	-2	-4	1	-12
34	O=C(NCCN1C(=O)S/C(=C\c2ccc(Cl)cc2)C1=O)c1ccc(F)c(S(=O)(=O)N2CCOCC2)c1	6	i	-2	-2	-25	5	-15	-2	9
35	COC(=O)[C@H](CCSC)NC(=O)Nc1ccc(OC)cc1	-7	i	1	-5	5	3	-5	-4	2
36	CC(=O)c1ccc(N2CCN(C(=S)Nc3ccc(Oc4ccccc4)cc3)CC2)cc1	17	i	5	8	-105	-10	-3	-9	26
37	COc1ccc(O)c(C(=O)CC(=O)c2ccc(F)cc2)c1	5	.	4	7	-3	5	-2	-9	6
38	Cc1nnc(NC(=O)Cc2ccc(OCc3c(C)noc3C)cc2)s1	-5	i	0	4	-9	6	5	-11	-15
39	O=C(O)c1ccccc1N/N=C/C1=C(N2CCOCC2)C(=C\c2ccccc2)/CC1	25	i	-3	-22	-67	-8	-32	-8	-6
40	O=C(O)c1ccccc1NS(=O)(=O)c1ccccc1C(F)(F)F	-11	i	-1	1	-5	3	-3	-9	4

# Some of these compounds in order of their number in MsrA act, smallest number first:
cpd | mol | MsrA act
38 | Cc1nnc(NC(=O)Cc2ccc(OCc3c(C)noc3C)cc2)s1 | -11
39 | O=C(O)c1ccccc1N/N=C/C1=C(N2CCOCC2)C(=C\c2ccccc2)/CC1 | -8
34 | O=C(NCCN1C(=O)S/C(=C\c2ccc(Cl)cc2)C1=O)c1ccc(F)c(S(=O)(=O)N2CCOCC2)c1 | -2

# More entries.
cpd	mol	FAS TE block	Neddyl block	Rin1-Abl PPI inh	NRP1-CendR mod	PABP1 MLLE inh	MT1-MMP act inh	eLon inh	MsrA act	SKN-1 inh
41	CCCC(NC(=O)C(C)N1CCN(S(=O)(=O)c2ccccc2)CC1)c1ccccc1 (centres undefined)	5	i	2	16	15	-4	3	-4	3
42	O=C(Nc1ccc(F)c([N+](=O)[O-])c1)C(=O)c1c(O)[nH]c2ccccc12	48	i	-2	-7	12	-4	-7	-4	-3
43	COc1cccc(CN2CC(C(=O)N3CCSCC3)CCC2=O)c1 (centres undefined)	-7	i	0	-9	9	2	-5	0	-2
44	Cc1cc(C)cc(N(CC(=O)NC2CCCC2)C(=O)CNC(=O)c2ccco2)c1	-2	i	-1	5	7	0	-2	-7	12
45	CC1(C)CC(=O)c2c(O)cc(OCC(=O)N3CCN(c4ccccc4)CC3)cc2O1	12	i	-1	9	-3	1	-8	-1	-1
46	CC(=O)Nc1cccc(C(=O)OCC(=O)N(c2ccccc2)C2CCS(=O)(=O)C2)c1 (centres undefined)	-8	i	-2	-5	10	-2	2	-9	8
47	CCOC(=O)N1CCN(C(=O)c2ccccc2NC(=O)c2ccc(C(C)(C)C)cc2)CC1	4	i	-3	5	10	-3	-3	-10	6
48	O=C(COc1ccc(S(=O)(=O)N2CCCCC2)cc1)NCC1CCCO1 (centres undefined)	-3	i	0	13	-7	0	-3	-3	-11
49	Cc1onc(-c2c(Cl)cccc2Cl)c1C(=O)N1CCCCC1	0	i	1	2	21	-3	2	-1	26
50	COC(=O)c1cc(NC(=O)CC2NC3CCCCC3NC2=O)cc(C(=O)OC)c1 (centres undefined)	-6	i	0	-1	3	0	4	-3	1
51	C=C(C)CNC(=S)/N=c1\scc(C)n1CC	-4	i	-1	4	-16	3	-3	-3	13
52	Cc1ccc(NC(=O)c2ncn(CCCN(C)CCc3ccccn3)n2)cc1C	-13	i	-5	16	2	3	-5	-2	2
53	COc1ccc(NS(=O)(=O)c2cccc3cccnc23)cc1OC	-3	i	-2	5	1	-1	-3	-1	-10
54	CCOc1ccc(NC(=O)CSc2nc3ccccc3nc2N2CCCC2)cc1	19	i	1	5	2	-2	4	-2	1
55	CC(=O)OCCN(CCCn1c(-c2ccncc2)nc2ccccc21)c1nc(-c2ccc(C)cc2)cs1	-3	i	3	-15	2	-3	-30	-3	-2
56	Cc1nc2nc(-c3ccco3)[nH]n2c(=O)c1Cc1ccccc1	-5	.	1	-15	7	1	-4	-10	-8
57	CC12CCC(C(=O)N(CCCCN3CCN(Cc4ccccc4)CC3)C1=O)C2(C)C (centres undefined)	-9	i	-3	-8	25	0	7	-1	14
58	O=C(Cc1cc(=O)oc2cc(O)ccc12)NCC1CCC(C(=O)O)CC1 (centres undefined)	-2	.	1	-2	7	-3	-1	0	12
59	CC(C)C[C@@H](CSc1ccccc1)N1CCN(CCc2ccccc2)CCC1=O	16	+	0	2	20	-3	17	-4	1
60	O=C(CNc1cc(S(=O)(=O)N2CCOCC2)ccc1NCC1CCCO1)Nc1ccc(C(F)(F)F)cc1 (centres undefined)	10	i	-3	-8	-3	4	-4	-7	-10
61	COc1ccc(OC2CCN(S(=O)(=O)c3cccc(F)c3)CC2)cc1	14	i	-1	2	-3	1	-13	-7	-7
62	Oc1c(Cl)cc(Cl)cc1CNc1nccs1	8	i	1	-9	20	-16	-7	-1	-7
63	CCOC(=O)c1cccc(NC(=O)CCS(=O)(=O)c2ccc(Br)s2)c1	0	i	-1	-9	-11	7	-7	-3	-16
64	CCc1nc2ccccc2c(C(=O)OCc2nc3ccccc3c(=O)[nH]2)c1C	2	i	-10	0	-22	0	-3	-1	5
65	CNCc1cc(Cl)cc(OC)c1OC(C)C	-7	i	0	11	-3	-5	-7	-5	-1
66	CC1CCCN(C(=O)CSc2nnc(-c3ccncc3)n2C)C1 (centres undefined)	-5	i	-1	11	7	-1	-9	-3	-7
67	COc1ccc(NC(=O)Cn2ccc(C(F)(F)F)n2)cc1S(=O)(=O)N1CCOCC1	-7	i	1	1	6	0	-6	-2	3
68	NS(=O)(=O)c1ccc(CNC(=O)/C=C/c2cccc(Cl)c2)cc1	-8	i	-1	-2	2	2	-6	-4	4
69	COC(=O)c1ccc(OC)c(CSc2nnc(COc3ccccc3)o2)c1	29	i	-7	2	10	0	-9	-1	0
70	Cc1ccccc1-c1nc(CS(=O)(=O)CC(=O)NC2CC2)c(C)o1	-2	i	4	-5	-7	0	-2	-8	-7
71	COc1ccccc1NC(=O)CSc1nc2nccnc2c(=O)n1Cc1cccs1	23	i	0	-16	-80	-3	6	-2	-7
72	CSCCCNC(=S)N(C)CC(=O)Nc1ccc(C)cc1	-2	i	3	-4	21	0	-4	-3	11
73	CC(C)=CC(=O)OCC(=O)Nc1ccc(Cl)cc1	-1	i	1	1	3	3	5	-2	10
74	CC(C)CC(=O)Nc1ccc(C(=O)Cn2nc(C(=O)O)c3ccccc3c2=O)cc1	-14	i	4	-3	-4	-6	3	-5	-14
75	COc1ccc(C(=O)NNS(=O)(=O)c2ccccc2)cc1	-10	i	-4	-2	6	0	-2	0	3
76	O=C(OCC(=O)N1CCN(c2ccccc2)CC1)c1cccc([N+](=O)[O-])c1	54*	i	-2	6	10	-1	-4	-1	-10
77	COc1ccccc1C(=O)NCCC(=O)N(C)Cc1ccc(C)o1	-7	i	0	-14	-5	5	-15	-1	16
78	COC(=O)CSc1nnc(CNC(=O)c2ccccc2OC)n1C	-6	i	3	-7	3	0	1	-7	5
79	COCCCn1c(SCC(=O)NNC(=O)c2cccc(O)c2)nnc1-c1ccncc1	-1	i	-1	9	3	1	6	-5	-1
